EPAC1 antagonist = antagonists of human EPAC1; actives 0.14% (n = 360,000); EPAC1 GEF assay, Rap1b-BODIPY-GDP exchange fluorescence; Potency, µM (series often up to 115 µM), without a hit: at the top dose activity change, negative = inhibition, actives largely listed as inhibitors; AID 720709; O95398;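 also: potency is read from the fitted curve at half-maximal effect; plate controls were vehicle for no effect and positive control for full effect; nearly all actives have a fitted effect of over 50% in size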
Target sequence (O95398 whole entry, looked up): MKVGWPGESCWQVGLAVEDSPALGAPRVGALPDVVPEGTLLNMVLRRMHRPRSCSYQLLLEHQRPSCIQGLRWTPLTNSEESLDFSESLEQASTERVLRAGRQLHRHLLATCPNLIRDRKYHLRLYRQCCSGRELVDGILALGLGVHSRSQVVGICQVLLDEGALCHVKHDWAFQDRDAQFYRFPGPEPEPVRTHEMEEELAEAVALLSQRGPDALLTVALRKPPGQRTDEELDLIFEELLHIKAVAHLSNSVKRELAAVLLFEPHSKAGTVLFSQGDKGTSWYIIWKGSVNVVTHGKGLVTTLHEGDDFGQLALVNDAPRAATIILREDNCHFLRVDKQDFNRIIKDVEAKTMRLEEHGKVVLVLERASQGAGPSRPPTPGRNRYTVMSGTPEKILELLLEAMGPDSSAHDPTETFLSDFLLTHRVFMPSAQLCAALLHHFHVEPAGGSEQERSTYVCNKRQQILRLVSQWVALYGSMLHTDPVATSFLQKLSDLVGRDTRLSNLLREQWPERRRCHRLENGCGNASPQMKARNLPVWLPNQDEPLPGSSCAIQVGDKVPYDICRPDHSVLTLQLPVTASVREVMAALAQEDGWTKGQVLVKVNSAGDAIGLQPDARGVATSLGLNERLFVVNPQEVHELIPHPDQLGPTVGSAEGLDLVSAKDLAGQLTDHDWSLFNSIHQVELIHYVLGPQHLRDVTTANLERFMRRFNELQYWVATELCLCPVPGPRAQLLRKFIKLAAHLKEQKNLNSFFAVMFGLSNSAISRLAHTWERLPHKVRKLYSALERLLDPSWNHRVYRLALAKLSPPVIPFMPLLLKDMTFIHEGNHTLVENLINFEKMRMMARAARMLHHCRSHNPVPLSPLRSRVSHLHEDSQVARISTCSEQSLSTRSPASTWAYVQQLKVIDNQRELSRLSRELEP
PLK1 PBD block = PLK1 (human) polo-box domain binding inhibition | P53350 | Plk1 PBD binding of FITC phosphopeptide, fluorescence polarization | Potency, µM, for the others: max response, negative = inhibition, actives largely listed as inhibitors | actives 2.8% (n = 360,000) | AID 720504; also: potency is read from the fitted curve at half-maximal effect; series mostly up to about 57 µM; % is scaled to controls: 0 for no effect and ±100 for the full control effect; nearly all actives have a fitted effect of over 65% in size
PI5P4Ka inh = blocks human PI5P4K alpha kinase activity; P48426; PI5P4Kalpha enzyme, ADP-Glo luminescence, 60 min; stronger effect = lower value; max response, %; actives 1.2% (n = 330,000); AID 652105; active = max response of -50% or lower; inconclusive = between -30% and -50%; inactive = -30% or higher; also: value at the top dose of about 77 µM; % is scaled to controls: 0 for no effect and ±100 for the full control effect
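Single end-point luminescence (ADP-Glo) quantified ADP from PI5P4Kalpha turnover; ATP 5 microM final, 1 h at RT, 0.1% CHAPS and 0.28 mM EGTA in HEPES pH 7.4.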
GLP1R cytotox = cytotoxicity counter-screen for GLP-1 receptor inverse agonists; actives 0.13% (n = 410,000); Potency, µM (series often up to 38.3 µM), for the others: at the highest dose activity change, negative = inhibition, most hits filed as inhibitors; AID 624418; HEK293 cAMP-luciferase reporter cells, luminescence, 24 h;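 also: loss of luciferase light is scored as toxicity; potency is read from the fitted curve at half-maximal effect; % is scaled to controls: 0 for no effect and ±100 for the full control effect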
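Luminescence readout: signal drop marks cytotoxicity. Plated cells grew 12 h at 37 °C, 5% CO2, received 23 nL compound for 24 h, then got luciferase reagent, read after 12 min at RT.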
GLP-1R inv ag = acts as inverse agonist at human GLP-1 receptor. Potency, µM (highest dose often 38.3 µM), for inactives: top-dose activity change, negative = inhibition, hits mostly inhibitors. HEK293 GLP-1R CRE-luciferase, luminescence, 24 h; GLP-1R form is constitutively active. P43220. actives 1.6% (n = 410,000); also: potency is read from the fitted curve at half-maximal effect; % is scaled to controls: 0 for no effect and ±100 for the full control effect; nearly all actives have a fitted effect of over 55% in size
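Readout was luciferase luminescence, measured 12 min after detection reagent at room temperature. Beforehand, GLP-1R reporter HEK293 cells had sat 12 h, then received compounds for 24 hr at 37 deg C.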
GLP-1R agonist = agonists of human GLP-1 receptor | actives 0.007% (n = 380,000) | Potency, µM (series often up to 45.6 µM), for inactives: at the highest dose activation, usual class: activators | P43220 | HEK293 GLP-1R CRE-luciferase, luminescence, 4-6 h; cells express a hypersensitive GLP-1R form; also: potency is read from the fitted curve at half-maximal effect; % of control where 0% means no effect
EPAC1 ag = EPAC1 (human) agonism; EPAC1 agonist qHTS, biochemical assay; response scale: 100% = response to 6.5 mM cAMP; Potency, µM (highest dose often 154 µM), without a hit: at the top dose activation, usual class: activators; actives 0.073% (n = 360,000); AID 720707; also: potency is read from the fitted curve at half-maximal effect; nearly all actives have a fitted effect of over 60% in size
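EPAC1 100 nM, Rap1B–BODIPY-GDP 250 nM, unlabeled GDP 50 uM; compound titration; 5 min RT; kinetic read ex480/em540 at 5-min intervals ×30 min; data normalized to 6.5 mM cAMP agonist control.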
IL2 activator = IL-2 activation; IL-2 activation reporter assay, cell-based qHTS; stimulated with anti-CD3/CD4/CD28 beads; in transgenic mouse T cells; activation, % (series mostly up to about 46 µM); actives 0.065% (n = 360,000); in the data active = activation above about 50%; inconclusive = mostly about 30% to 49%; also: 0% is about no effect
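Readout: EGFP and DsRed signals by fluorescent plate cytometry. Unstimulated transgenic mouse T cells received compound 60 min before antibody-bead stimulation, then incubated 18 h at 37 degrees C.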
PTHR1 agonist = agonists of human PTHR1 parathyroid hormone receptor; Potency, µM (highest dose often 115 µM), without a hit: at the highest dose activation, usual class: activators; HEK293 GP2 PTHR1 cells, GloSensor cAMP luminescence, 1 h; actives 0.075% (n = 410,000); AID 743266; also: potency is read from the fitted curve at half-maximal effect; nearly all actives have a fitted effect of over 55% in size; some results filed as inactive show a strong effect at the top dose; inactives centre near -15; many of its hits are not listed in these tables
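HEK-293-derived GP2 cells expressing PTHR1 and a GloSensor cAMP reporter, 3,000/well, plated overnight, given luciferin plus IBMX (each 0.5 mM as added) for 1 h at 37 °C, then compound for 1 h at 37 °C. Luminescence was read after 15 min at room temperature.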
The depositor's hits bear a star; i = inactive; ? = inconclusive; · = no result given; & = joins results of further samples; [ ] = remark or other dose. Unless noted, calls follow the shape of the dose curve; as a rule, active = well fitted curve in the direction sought with a large enough effect; inconclusive = small, poorly fitted or top-dose-only effect, or another doubt; inactive = no such curve, though single readings can be large; an effect the other way counts as inactive or inconclusive.

mol	EPAC1 antagonist	PLK1 PBD block	PI5P4Ka inh	GLP1R cytotox	GLP-1R inv ag	GLP-1R agonist	EPAC1 ag	IL2 activator	PTHR1 agonist
CC1(C)CC(=O)C=C(c2cccc(OC(=O)c3ccc(-c4ccccc4)cc3)c2)C1=O	-1%	-11%	-2	3%	5%	1%	-14%	-2.5	-10%
C#CCOCCOCCOCCNc1nc(N2CCN(C(=O)[C@H](CCCCN)n3cc(CN)nn3)CC2)nc(N2CCN(C(=O)[C@H](CCCCN)n3cc([C@@H](N)[C@H](C)CC)nn3)CC2)n1	-3%	4%	2	-16%	4%	-5%	-10%	-0.1	-21%
COc1cc2c(c(OC)c1OC)C(c1ccccc1C)CC(=O)O2 (stereo not given)	-12%	-9%	-19	-4%	14%	4%	3%	-0.5	i
CN(Cc1ccccc1)C(=O)COC(=O)c1cc(Cl)nc(Cl)c1	-12%	-9%	-6	4%	11%	8%	10%	-1.7	i
COc1ccc(NC(=O)[C@H](C)NC(=O)C2CCN(S(=O)(=O)c3ccc(C)cc3)CC2)cc1OC	-5%	-4%	5	0%	-9%	-1%	11%	-0.9	-80%[inhibitor]
C(=N/Nc1cc(N2CCOCC2)nc(N2CCOCC2)n1)/c1ccccc1	-9%	-6%	-6	32%[activator]	?	19%	8%	-3.0	i
Cc1cccc(S(=O)(=O)NNC(=O)c2sc(C)nc2C)c1	-2%	0%	1	-4%	2%	-1%	1%	-1.0	-20%
COc1ccc(Cl)cc1NC(=O)CN(C)C(=O)CCCc1c[nH]c2ccccc12	-29%	-1%	-7	-12%	?	11%	3%	11	-3%
O=C1c2cccc3cccc(c23)C(=O)N1CCN1CCN(C(=S)Nc2ccc(Cl)cc2)CC1	-2%	-8%	3	-28%	-10%	-8%	8%	-1.2	i
Oc1ccc2ccccc2c1C=NC1CCCCC1	8%	?	-22	-24%	-16%	1%	1%	1.6	-55%
Cc1nc([N+](=O)[O-])c(Br)n1CC(=O)c1ccc2ccccc2c1	?	?	-1	?	?	-43%[inhibitor]	-2%	-0.6	-11%
CC1CCN(S(=O)(=O)c2ccc(C(=O)N3CCOCC3)cc2)CC1	-5%	2%	3	9%	22%	-7%	-1%	-0.5	i
COCCCNC(=S)Nc1ccc2nc3n(c(=O)c2c1)CCCCC3	-18%	-12%	1	16%	17%	-4%	17%	-2.6	i
CCc1ccc(C(=O)NNC(=S)Nc2ccc(S(N)(=O)=O)cc2)s1	-12%	-16%	2	2%	29%	2%	-4%	-0.7	i
COC(=O)c1ccc(OCCN2C3=NCCN3c3ccccc32)cc1	0%	-5%	2	-20%	?	-1%	2%	0.8	i
O=C(O)c1ccc(Cl)c(NC(=S)NC(=O)c2ccccc2[N+](=O)[O-])c1	-27%	?	-15	-3%	4%	-1%	2%	0.6	8%
O=C(Cc1ccc(Br)cc1)Nc1cccc(-c2cn3c(n2)SCC3)c1	-8%	-6%	0	3%[7.66 µM]	-9%[7.66 µM]	0%	5%	-1.0	-46%[inhibitor]
COC(=O)c1ccc(NC(=O)CN2C(=O)CNC2=O)cc1	8%	0%	-2	-6%	25%	-1%	11%	-1.2	-22%[57.5 µM]
CN(C)c1ccc(/C=N/NC(=O)CCC(=O)NCc2ccccc2)cc1	-5%	-3%	-9	-16%	-9%	-8%	-1%	-1.3	-13%
CCc1ccccc1NC(=O)Cn1nc(C(F)(F)F)c2c1CCC2	-12%	-4%	-1	5%&19%	-8%&-21%	-3%&-7%	-3%	-0.3	i
CCOc1ncccc1C(=O)NNC(=O)CSc1ccc(Cl)cc1	-6%	-7%	2	0%	-5%	2%	-2%	0.0	i
Cc1nc(N)sc1C(=O)N/N=C/c1ccc([N+](=O)[O-])cc1	-6%	-1%	0	-2%	22%	0%	-1%	-3.6	i
COc1cc(C(Nc2ccc(S(=O)(=O)NCC3CCCO3)cc2)C(=O)NC(C)(C)C)cc(OC)c1OC (stereo not given)	-16%	-5%	-1	5%	1%	10%	7%	1.2	-6%
COCc1cc(OC)nc(-c2csc(C)n2)n1	0%	4%	5	-28%	2%	-7%	1%	-0.2	0%
CCCNC(=O)COC(=O)c1ccccc1C(=O)c1ccc(Cl)c([N+](=O)[O-])c1	-23%	-23%	0	?	?	-12%	5%	0.1	-21%
COc1ccc(CCNC(=O)c2ccc3c(c2)NC(=O)C(C(C)C)N3)cc1OC (stereo not given)	-16%	-3%	2	-2%	2%	22%	-2%	1.1	i
CN(C)CCCN(C(=O)c1cc(-c2cccs2)nc2ccccc12)c1nc2ccc(F)cc2s1	1%	0%	-3	?	?	0%	-2%	-4.1	?
CCNC(=O)c1cccc(NC(=O)C2CC(=O)N(CCc3ccccc3)C2)c1 (stereo not given)	14%	-2%	-15	-9%	5%	1%	15%	-3.0	i
O=C(N/N=C/C(Cl)=C/c1ccccc1)c1ccco1	-5%	?	-26	1%	82%[activator]	5%	3%	1.5	-17%
CNC(=O)CSc1nc2cccnc2n1C1CCCCC1	5%	1%	-2	-16%	113%[activator]	23%	-9%	-0.8	-21%
Cn1cc(S(=O)(=O)N2CCc3ccccc32)cc1C(=O)NC(C)(C)C	-1%	-3%	-1	-12%	-26%	-4%	-5%	-3.8	i
COc1cccc(OC)c1C1=CC(=O)C[C@H](c2ccc3c(c2)OCO3)C1	-11%	-13%	0	0%	3%	30%	-14%	0.1	4%
Cc1ccccc1OCC(=O)OCC(=O)c1ccc[nH]1	10%	-5%	-14	-9%	7%	-3%	-4%	-0.3	26%
OCCN1C2=NCCCN2c2ccccc21	-7%	-4%	-5	-6%	-2%	-1%	-5%	-2.7	-3%
O=C1NC[C@@H](CCCCN2CCN(CCc3ccc(O)cc3)C(=O)C2=O)N(Cc2ccccc2)C1=O	-2%	2%	-1	1%	-2%	-2%	1%	0.3	21%
OCCN=C(c1ccccc1)C12CN3CN(CN(C3)C1)C2	8%	0%	-3	4%	-5%	0%	0%	6.5	-2%
Nc1nc(-c2cccnc2)nc(N2CCCCC2)n1	1%	-3%	-5	-8%	4%	15%	2%	0.3	i
Cc1ccc(NC(=O)Nc2c(C)n(C)n(-c3ccccc3)c2=O)cc1	-10%	1%	-2	4%	3%	7%	0%	0.5	i
Cn1cc(C(=O)Nc2ccc(Cl)c(Cl)c2)cn1	-2%	-5%	0	-11%	0%	-4%	-1%	-0.5	i
Cc1cc(C)cc(OCc2nc3ncc(Br)cc3[nH]2)c1	-23%	-20%	-15	0%	-13%	18%	5%	-3.5	i
CCOc1ccc2c(c1)c(N=Nc1cccc(C(=O)O)c1)c(O)n2C	-2%	-11%	-2	?	8%	5%	-9%	-0.2	-22%
C[n+]1c(/C=C/c2ccc3c(c2)OCO3)ccc2ccccc21	-22%	-21%	-3	1%	?	5%	-1%	0.1	-61%[inhibitor]
Cc1ccc(C)c(OCCC(=O)OCC(=O)NC2CCS(=O)(=O)C2)c1 (stereo not given)	12%	-2%	5	-3%	13%	-9%	6%	-2.1	i
COc1ccc2[nH]c(C)c(CCNC(=S)Nc3ccc(C)cc3)c2c1	-27%	-15%	-1	-26%	?	7%	-4%	0.8	-17%
O=C(NCc1ccco1)c1ccc(COc2ccccc2Cl)cc1	-16%	-8%	-28	-24%	?	0%	13%	-0.4	-3%[57.5 µM]
S=c1nc(Cc2ccc(Cl)cc2)[nH]c2ccccc12	3%	-20%	3	1%	-37%	20%	-3%	0.6	-49%[inhibitor]
Cc1cc(C)cc(C(=O)NCC(=O)OCc2cc([N+](=O)[O-])cc3c2OCOC3)c1	-22%	-16%	-8	2%	-12%	19%	1%	-2.0	-14%
CCOC(=O)CCS(=O)(=O)c1nc(-c2ccccc2)cc(C(F)(F)F)n1	-1%	?	9	?	-12%	-40%[inhibitor]	-22%	-7.1	-94%[inhibitor]
O=C(Nc1cc(Cl)c(Cl)cc1Cl)c1cccnc1	15%	3%	-1	-29%	-28%	4%	8%	0.4	i
COC(=O)c1cc2sccc2n1Cc1ccc(C)cc1	-3%	-2%	·	12%	?	13%	19%	4.9	-12%
Cc1cc(NC(=O)CCC(=O)N(CCC(C)C)CC(=O)NCC2CCCO2)no1 (stereo not given)	-22%	-5%	-1	55%[activator]	8%	0%	-3%	4.9	3%
CNc1ncnc2c1ncn2[C@H]1CN(Cc2cccs2)C[C@@H](CO)O1	1%	-3%	0	4%	28%	-7%	6%	0.6	i
CCOC(=O)C1(C)CCN1C(=O)c1ccoc1 (stereo not given)	-5%	-9%	-7	6%	10%	-1%	13%	-0.8	i
O=c1oc2ccccc2c(O)c1C=Nc1cccnc1	13%	?	-7	0%[0.307 µM]	6%[0.307 µM]	-4%	-15%	0.6	-10%
CCc1nnc(N2C(=N)SCC2=O)s1	5%	-12%	-4	?	2%	2%	-5%	-0.3	-4%
O=C(CCN1C(=O)CSc2ccccc21)Nc1ccc(OC(F)(F)F)cc1	-10%	-10%	2	-7%	?	18%	2%	0.5	-32%[inhibitor]
CCn1c(SCC(=O)Nc2cc(OC)ccc2OC)nc2c(c1=O)SCC2	-8%	-6%	0	1%	29%	5%	12%	-3.2	-34%[inhibitor]
Cc1nnc(SCC(=O)Nc2ccc(Br)cn2)[nH]c1=O	3%	-29%	-26	-1%	5%	-11%	5%	1.0	-19%[57.5 µM]

Another view of some results above:
> C[n+]1c(/C=C/c2ccc3c(c2)OCO3)ccc2ccccc21
  EPAC1 antagonist = -22%
  PLK1 PBD block = -21%
  PI5P4Ka inh = -3
  GLP1R cytotox = 1%
  GLP-1R inv ag = ?
  GLP-1R agonist = 5%
  EPAC1 ag = -1%
  IL2 activator = 0.1
  PTHR1 agonist = -61%[inhibitor]

> Cc1ccc(C)c(OCCC(=O)OCC(=O)NC2CCS(=O)(=O)C2)c1 (stereo not given)
  EPAC1 antagonist = 12%
  PLK1 PBD block = -2%
  PI5P4Ka inh = 5
  GLP1R cytotox = -3%
  GLP-1R inv ag = 13%
  GLP-1R agonist = -9%
  EPAC1 ag = 6%
  IL2 activator = -2.1
  PTHR1 agonist = i

High-throughput results (PubChem BioAssay)

These rows are one share of the data; count on the stated rates, not on these rows.
